Assay outcomes: PubChem BioAssay, National Center for Advancing Translational Sciences (NCATS)
TGFb inhibitor: qHTS for Inhibitors of TGF-b; HepG2 CAGA-GFP TGF-b/SMAD3 reporter, GFP fluorescence, 18 h; TGF-beta stimulated, 500 pg/mL final; Potency, µM (highest dose often 46.1 µM), without a hit: at the top dose activity, negative = inhibition, actives largely listed as inhibitors; 1.2% of 410,000 active; AID 588855, 2011; further: potency means the concentration at half of the fitted maximal effect; on the % scale 0 is the no-effect control and ±100 the full control effect; nearly all actives have a fitted effect of over 65% in size
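Inhibition was scored as loss of TGF-beta-induced (500 pg/mL final, 18 hours, 37 degrees C) GFP in HEPG2 cells carrying a CAGA-GFP reporter, in DMEM with 1% FBS. Well GFP was summed per cell; Activity was normalised to unstimulated and stimulated DMSO wells, then concentration-response fitting.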
CCT modulator: High-Throughput Screening for Modulators of Cytosolic Chaperonin Activity; AID 651819, 2012; 0.3% of 360,000 active; activity change, % (test concentration not listed), hits read low; purified chaperonin ATPase assay, HTRF ADP detection, 30 min; in the data active means activity change below about -30%; further: on the % scale 0 is the no-effect control and ±100 the full control effect
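First, chaperonin was dispensed at 40 nM or 20 nM final depending on batch activity. Next, compounds were pinned at 76 uM and ATP added at 10 uM. After 30 min at 37 °C, ADP detection reagents ran 30 min at ambient temperature.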
Nrf2 activator: qHTS of Nrf2 Activators; Potency, µM (series often up to 46.1 µM), inactives show top-dose activation, most hits filed as activators; 0.31% of 410,000 active; AID 624171, 2012; AREc32 ARE-luciferase reporter (MCF7-derived line), luminescence, 24 h; further: potency means the concentration at half of the fitted maximal effect; % of control where 0% means no effect; nearly all actives have a fitted effect of over 65% in size
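Luminescent ARE reporter assay in AREc32_Fluc cells: overnight plating at 37 deg C, 24 hr compound incubation, Steady-Glo added, 30 min RT before reading.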
EPAC2 antagonist: qHTS for Antagonist of cAMP-regulated guanine nucleotide exchange factor 2 (EPAC2): primary screen. Rap guanine nucleotide exchange factor 4 (Homo sapiens), Q8WZA2. EPAC2 GEF exchange of Rap1B-BODIPY-GDP, fluorescence. Potency, µM (titrated, usually from 114 µM), for inactives: at the highest dose activity, negative = inhibition, usual class: inhibitors. 0.18% of 360,000 active; further: potency means the concentration at half of the fitted maximal effect; on the % scale 0 is the no-effect control and ±100 the full control effect; nearly all actives have a fitted effect of over 45% in size; many of its hits are not listed in these tables
Target sequence (Q8WZA2 whole entry, looked up): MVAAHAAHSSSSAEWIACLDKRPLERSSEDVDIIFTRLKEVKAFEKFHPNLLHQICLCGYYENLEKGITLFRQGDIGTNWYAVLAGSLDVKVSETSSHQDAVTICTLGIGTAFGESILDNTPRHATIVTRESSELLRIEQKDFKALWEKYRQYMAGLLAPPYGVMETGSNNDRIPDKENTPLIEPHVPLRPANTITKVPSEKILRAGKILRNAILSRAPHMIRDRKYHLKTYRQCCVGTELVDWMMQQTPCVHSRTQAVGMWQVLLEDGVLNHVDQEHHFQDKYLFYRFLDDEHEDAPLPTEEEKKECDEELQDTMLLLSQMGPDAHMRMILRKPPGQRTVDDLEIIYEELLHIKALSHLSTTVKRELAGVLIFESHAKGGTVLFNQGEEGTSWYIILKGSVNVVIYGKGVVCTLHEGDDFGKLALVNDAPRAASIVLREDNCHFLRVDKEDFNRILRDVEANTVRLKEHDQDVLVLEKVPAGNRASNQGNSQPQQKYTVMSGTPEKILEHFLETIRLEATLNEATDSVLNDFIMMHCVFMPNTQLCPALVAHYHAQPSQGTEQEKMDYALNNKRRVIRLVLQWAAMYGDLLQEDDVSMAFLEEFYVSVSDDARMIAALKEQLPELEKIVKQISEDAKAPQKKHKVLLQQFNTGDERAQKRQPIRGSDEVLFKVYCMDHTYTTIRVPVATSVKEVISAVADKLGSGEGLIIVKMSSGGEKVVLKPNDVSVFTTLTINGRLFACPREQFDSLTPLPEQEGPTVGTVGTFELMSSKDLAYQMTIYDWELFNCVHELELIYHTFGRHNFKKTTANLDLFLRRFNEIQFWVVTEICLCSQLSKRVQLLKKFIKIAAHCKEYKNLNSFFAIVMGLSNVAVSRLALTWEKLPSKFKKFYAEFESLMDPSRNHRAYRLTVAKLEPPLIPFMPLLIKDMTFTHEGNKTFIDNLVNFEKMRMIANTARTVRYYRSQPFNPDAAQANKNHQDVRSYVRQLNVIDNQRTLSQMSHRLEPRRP
Nrf2 inh: Nrf2 qHTS screen for inhibitors | A549 ARE-Fluc reporter, luciferase luminescence, 18-24 h | Potency, µM (series often up to 46 µM), without a hit: at the highest dose activity change, negative = inhibition, hits mostly inhibitors | 2.1% of 360,000 active | AID 504444, 2011; further: potency means the concentration at half of the fitted maximal effect; on the % scale 0 is the no-effect control and ±100 the full control effect; nearly all actives have a fitted effect of over 60% in size
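Quantitative HTS in A549 cells stably bearing an antioxidant response element-firefly luciferase construct. Inhibition of Nrf2-driven transcription was scored by luminescence after 18-24 h of compound exposure at 37 °C.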
EPAC2 ag: qHTS for Agonist of cAMP-regulated guanine nucleotide exchange factor 4 (EPAC2): primary screen. Potency, µM (series often up to 154 µM), for the others: at the highest dose activation, actives largely listed as activators. Rap guanine nucleotide exchange factor 4 (Homo sapiens), Q8WZA2. 0.079% of 360,000 active. EPAC2 activation, biochemical qHTS; response scale: 100% = 6.5 mM cAMP response. AID 720711, 2013; further: potency means the concentration at half of the fitted maximal effect; nearly all actives have a fitted effect of over 50% in size
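Nucleotide exchange monitored as fluorescence drop when BODIPY-GDP leaves Rap1B. Reaction: 100 nM EPAC2, 250 nM RAP1B-BODIPY-GDP, 50 uM GDP, room temperature, kinetic read over 30 min. Activity expressed relative to 6.5 mM cAMP.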
A549 tox: Nrf2 qHTS screen for inhibitors: counterscreen for cytotoxicity. A549 ARE-Fluc cells, CellTiter-Fluor viability, 18-24 h. Potency, µM (series often up to 46 µM), for the others: at the highest dose activity change, negative = cytotoxicity, most hits filed as inhibitors. 0.16% of 390,000 active; further: potency means the concentration at half of the fitted maximal effect; on the % scale 0 is the no-effect control and ±100 the full control effect
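A549 ARE-Fluc cells in 5% FBS OPTI-MEM, 5000 cells/well, rested 2 h then exposed to compounds in concentration-response for 18-24 h at 37 °C. Viability by CellTiter-Fluor fluorescence (Ex 405/Em 525) after 30 min; luciferase luminescence (BugLite, 15 min, RT) read afterwards.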
Akt phos inh: HTS Assay for Inhibitors of Akt Phophorylation: Primary Screen. Neuro2A IGF-stimulated pAkt S473 HTRF, 20 min; hits give low values. activity change, % for hits at 50 µM. 0.32% of 360,000 active. AID 651550, 2012; in the data active means activity change below about -80%; inconclusive means mostly about -51% to -80%; further: on the % scale 0 is the no-effect control and ±100 the full control effect
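Neuro2A cells (4,500/well, DMEM with 0.5% FBS) were treated with compound at a single 50 µM final concentration, stimulated with 6 nM IGF for 20 min at 37 °C, and lysed. Phospho-Akt Ser473 was read by HTRF as 665/615 ratio ×10^4.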
MmCpn inh: Inhibitors of TCP-1 ring complex (TRiC) of Methanococcus maripaludis (MmCpn): qHTS. Chaperonin Mm-Cpn (Methanococcus maripaludis). Potency, µM (doses to about 76.9 µM), inactives show top-dose activity, negative = inhibition, actives largely listed as inhibitors. 0.031% of 330,000 active. purified Mm-Cpn ATPase, ADP Transcreener TR-FRET; further: potency means the concentration at half of the fitted maximal effect; on the % scale 0 is the no-effect control and ±100 the full control effect; nearly all actives have a fitted effect of over 80% in size
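Purified archaeal Mm-CPN (25nM final) preincubated 10 min at 37degC with compound, then 10uM ATP for 30 min at 37degC; ADP measured by HTRF Transcreener TR-FRET; buffer 30 mM TRIS pH 7.4, 100mM KCl, 5mM MgCl2, 1mM DTT.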
Starred values were filed as active, the others as inactive; i = inactive; ? = inconclusive; · = no result given. Unless noted, the call rests on the fitted dose curve; in most records, active means well fitted curve in the direction sought with a large enough effect; inconclusive means small, poorly fitted or top-dose-only effect, or another doubt; inactive means no such curve, though single readings can be large; an effect the other way counts as inactive or inconclusive. A portion of the library; rates above refer to the full screens.

SMILES	TGFb inhibitor	CCT modulator	Nrf2 activator	EPAC2 antagonist	Nrf2 inh	EPAC2 ag	A549 tox	Akt phos inh	MmCpn inh
NC(N)=N/N=C/c1ccccc1OC(F)F	-1%	1.6	2.6%	16%	0%	-1%	-3%	i	1%
CCOc1ncccc1C(=O)OCC(=O)Nc1cc(C(C)(C)C)ccc1OC	24%	-2.4	0.1%	-9%	5%	-8%	4%	i	-6%
CC(=O)Nc1ccc(Nc2c([N+](=O)[O-])c(=O)n(-c3ccccc3)c3ccccc23)cc1	4%	2.9	0.1%	-5%	1%	2%	-3%	i	3%
CCCCN(C)CCCNC(=O)C1(O)c2ccccc2NC(=O)N1c1ccc(Cl)cc1 (stereo not drawn)	-9%	0.0	-0.4%	3%	12%	-1%	0%	i	1%
CCCC(c1nnnn1CC(=O)OCC)N(Cc1cc2c(C)cc(C)cc2[nH]c1=O)C1CCCC1 (stereo not drawn)	10%	-2.0	0.3%	-9%	·	-19%	2%	i	-1%
COc1ccccc1-c1c(C#N)c(N)nc2c1CCC2	?	1.8	0.5%	8%	17%	-1%	0%	i	0%
O=C(NCC(c1ccco1)N1CCCC1)c1ccc(Cl)c(S(=O)(=O)N2CCc3ccccc32)c1 (stereo not drawn)	?	-2.1	7.2%	-14%	1.3µM*	17%	8.2µM*	i	-1%
CCN1C(=O)C2(C(C(=O)c3ccc(C)o3)=C(O)C(=O)N2CCCN(C)C)c2ccccc21 (stereo not drawn)	-9%	-0.8	7.2%	1%	-29%	-2%	1%	i	-1%
CCOCCOC(=O)C(C)Sc1n[nH]c(=O)[nH]c1=O (stereo not drawn)	-1%	0.0	0.3%	2%	-26%	5%	-13%	i	-5%
CCn1c(CSc2nc3ccccc3s2)nnc1SCC(=O)c1ccc2c(c1)OCCO2	-1%	-0.4	-0.1%	-15%	-8%	12%	13%	-108%*	-16%

In the list so far, 2 have a Cl atom:
SMILES	TGFb inhibitor	CCT modulator	Nrf2 activator	EPAC2 antagonist	Nrf2 inh	EPAC2 ag	A549 tox	Akt phos inh	MmCpn inh
CCCCN(C)CCCNC(=O)C1(O)c2ccccc2NC(=O)N1c1ccc(Cl)cc1 (stereo not drawn)	-9%	0.0	-0.4%	3%	12%	-1%	0%	i	1%
O=C(NCC(c1ccco1)N1CCCC1)c1ccc(Cl)c(S(=O)(=O)N2CCc3ccccc32)c1 (stereo not drawn)	?	-2.1	7.2%	-14%	1.3µM*	17%	8.2µM*	i	-1%

Later entries
SMILES	TGFb inhibitor	CCT modulator	Nrf2 activator	EPAC2 antagonist	Nrf2 inh	EPAC2 ag	A549 tox	Akt phos inh	MmCpn inh
Cc1nn(CC(=O)Nc2nnc(CC(=O)N3CCCC3)s2)c(=O)c2ccccc12	0%	-3.8	-0.6%	-1%	6%	7%	-2%	i	-2%
CC(=O)Nc1ccccc1-c1nc2ccc(C(=O)N3CCN(c4cccc(C)c4)C(C)C3)cc2[nH]c1=O (stereo not drawn)	1%	-1.6	0.0%	-1%	-1%	-4%	15%	i	-1%
O=C1c2nccnc2C(=O)N1c1ccc(F)cc1	1%	0.1	-0.6%	25%	?	-1%	2%	i	-1%
COc1ccc(CNC(=O)C2CC(c3ccc(C(F)(F)F)cc3)=NO2)cc1 (stereo not drawn)	13%	0.2	0.0%	?	?	1%	-11%	i	4%
CC12COC3(C(=O)Nc4nccs4)CC1CCC32C (stereo not drawn)	6%	0.2	1.0%	10%	20%	8%	14%	i	-20%
COC(=O)c1ccc(OC(=O)CCc2cc(OC)c(OC)c(OC)c2)cc1	2%	0.2	-0.3%	2%	-13%	3%	9%	i	-2%
Cn1c(SCC(=O)Nc2ccc3c(c2)CCC3)nnc1C1CC1	-1%	1.0	-0.1%	26%	-10%	0%	-7%	i	-2%
Cc1ccc(NC(=O)CN2CCC(NC(=O)c3cccc(F)c3)CC2)cc1C	-21%	0.9	0.0%	9%	9%	-7%	5%	i	0%
CCCn1c(NCc2cccc(OC)c2OC)nc2ccccc21	10%	1.4	0.2%	1%	?	3%	0%	i	1%
Cc1ccccc1C(=O)N/N=C/c1ccc(OCC(=O)N2CCCCC2)cc1	-27%	1.8	-0.3%	-7%	-10%	7%	-2%	i	0%

The closing 2 records of the section before open the next one.
SMILES	TGFb inhibitor	CCT modulator	Nrf2 activator	EPAC2 antagonist	Nrf2 inh	EPAC2 ag	A549 tox	Akt phos inh	MmCpn inh
CCCn1c(NCc2cccc(OC)c2OC)nc2ccccc21	10%	1.4	0.2%	1%	?	3%	0%	i	1%
Cc1ccccc1C(=O)N/N=C/c1ccc(OCC(=O)N2CCCCC2)cc1	-27%	1.8	-0.3%	-7%	-10%	7%	-2%	i	0%
O=C(c1ccc(Cl)cc1)N(Cc1ccco1)Cc1ccco1	0%	·	5.6%	·	-20%	·	3%	·	·
CCCC(=O)NC(=S)N1CCN(c2ccc([N+](=O)[O-])cc2)CC1	3%	-3.4	-0.6%	6%	-27%	-7%	-17%	i	-1%
CCOC(=O)c1cnc2c(C)cc(C)cc2c1NCCCN1CCOCC1	-8%	-6.9	7.8%	-7%	-16%	6%	-19%	i	1%
Cc1ccc(-c2noc(CN(C)C(=O)Nc3ccc(F)cc3)n2)cc1	-1%	-0.4	-0.5%	-9%	-9%	3%	-1%	i	-2%
O=C1CN2NC(=S)N(c3ccc(Cl)cc3)C2=CN1c1ccc(Cl)cc1	-11%	-0.2	-0.1%	-1%	2%	0%	1%	i	-4%
COc1ccc(C(=O)NCc2nnc(SCC(=O)Nc3cc(OC)ccc3OC)o2)cc1	-7%	1.6	0.4%	-12%	-7%	0%	-2%	i	0%
COc1ccc(C(CNc2ccc(S(C)(=O)=O)cc2[N+](=O)[O-])N(C)C)cc1OC (stereo not drawn)	17%	0.6	2.3%	0%	?	8%	4%	i	2%
Cc1nc2nc(CNC(=O)c3cccc(F)c3)nn2c(C)c1CCC(=O)Nc1ccc(F)cc1	15%	·	0.8%	·	2%	·	0%	·	·
Cc1cccc(C)c1NC(=O)Cn1c(=O)c2cccn2c2ccccc21	-12%	-1.3	-0.3%	1%	-1%	8%	12%	i	-3%
Cc1ccccc1CC(=O)NC1CCN(C)CC1	11%	-1.2	-0.1%	-3%	4%	1%	0%	i	-3%
COc1cc2c(cc1OC)[C@H](C)N(C(=O)COc1ccccc1)CC2	-20%	1.6	0.2%	-5%	?	4%	0%	i	2%
CC(=O)C1=C(O)C(=O)N(c2cccc(Br)c2)C1c1ccccc1Cl (stereo not drawn)	-3%	-0.7	-0.5%	-4%	7%	3%	-4%	i	-3%
CCC1=C/C(=C/c2sc3ccccc3[n+]2CC)CC(C)(C)C1	?	0.2	?	-18%	1%	1%	0%	i	-5%
COCCN(C(=O)/C=C/c1ccccc1)c1c(N)n(Cc2ccccc2)c(=O)[nH]c1=O	-1%	-2.4	-1.0%	2%	-8%	8%	-1%	i	1%
CCn1nc(C)c(Br)c1C(=O)Sc1ccccc1Cl	?	-20	5.5%	1%	4%	14%	0%	i	-5%
CSC1CCCCC1(O)CSc1nc2c(cc1C#N)CCCC2 (stereo not drawn)	-16%	-1.2	-1.1%	-4%	-6%	12%	0%	i	1%
C=CCn1c(NCc2cc(Cl)ccc2O)nc2ccccc21	-16%	-1.0	0.5%	-20%	-22%	3%	4%	i	0%
O=C(Nc1ccc(-n2cnnn2)cc1)C1CCCCC1	-23%	-5.5	0.0%	-3%	-2%	2%	-3%	i	0%
COc1ccc(NC(=O)C(NS(=O)(=O)c2cccc3nsnc23)C(C)C)cc1 (stereo not drawn)	-20%	·	-0.6%	·	14%	·	1%	·	·
CCOc1ccc(-c2noc(CCC(=O)NC3CCCCC3)n2)cc1OC	14%	-0.9	2.8%	2%	4%	9%	1%	i	-2%
O=C1c2cccnc2C(=O)N1Cc1ccc(S(=O)(=O)N2CCN(c3ccccc3)CC2)cc1	-3%	0.3	-0.1%	11%	4%	4%	0%	i	-2%
Cc1ccc(-c2nnc(NC(=O)CCS(=O)(=O)c3ccc(F)cc3)o2)c(C)c1	1%	4.1	-0.7%	5%	3%	-2%	5%	i	?
Cc1cccc(CNC(=O)c2oc3c(c2C)-c2nn(Cc4ccccc4Cl)cc2CC3)c1	?	·	0.1%	·	3%	·	0%	·	·
O=C(Nc1cc(Cl)cc(Cl)c1)C(NCC1CCCO1)c1ccccc1 (stereo not drawn)	-17%	-2.0	2.0%	-16%	-25%	6%	-2%	i	0%
Cc1ccc(-n2nc3c(=O)n(C(C)C(=O)NCc4ccc5c(c4)OCO5)nc(C)c3c2C)cc1 (stereo not drawn)	?	0.1	1.5%	?	?	-6%	-4%	i	0%
C[C@H](CO)N1C[C@H](C)[C@@H](CN(C)C(=O)Nc2ccc3c(c2)OCCO3)OCc2cnnn2CCCC1=O	0%	-1.1	4.2%	5%	·	5%	·	i	·
CS(=O)(=O)N1N=C(c2cccs2)CC1c1ccc(F)cc1 (stereo not drawn)	1%	-1.6	3.9%	-1%	1%	8%	3%	i	0%
COc1ccc(C(=O)c2cn(Cc3ccccc3F)c3cc4c(cc3c2=O)OCO4)cc1	?	·	-0.4%	·	16%	·	-10%	·	·
Cc1cc(Nc2ccc3c(c2)OCCO3)c2ccccc2n1	?	-0.3	3.2%	4%	5%	19%	-27%	i	0%
